# From PubChem
# GAA inh: alpha-glucosidase (human) inhibition; AID 1466; purified human GAA, 4-MU-alpha-glucoside fluorescence; Potency, µM (highest dose often 76.9 µM), for inactives: at the top dose activity change, negative = inhibition, actives largely listed as inhibitors; 200,000 tested, 0.005% active; P10253;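 also: plate controls were uninhibited enzyme wells for no effect and no-enzyme background for full effect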
#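 Fluorogenic assay: 4 nM human alpha-glucosidase with 400 uM 4-methylumbelliferyl-alpha-D-pyranoside in 50 mM citrate/phosphate, 0.005% Tween-20, pH 5.0, 20 min at room temperature. Compounds tested up to 77 uM; AC50 from Hill fits.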
# GAA spleen mod: lysosomal alpha-glucosidase (human) modulation. 240,000 tested, 0.006% active. human spleen homogenate, 4-MU-alpha-glucoside fluorescence. Potency, µM (top dose mostly 79.9 µM), for inactives: top-dose activity change, negative = inhibition, usual class: inhibitors;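 also: 0% = enzyme with vehicle and -100% = no enzyme basal signal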
#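 Compounds were titrated against alpha-glucosidase in spleen homogenate at pH 5.0, with 1 mM 4-methylumbelliferyl substrate for 40 min at 37 C. Reactions were quenched with pH 10 NaOH/glycine and fluorescence measured.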
# RECQ1 helicase: blocks DNA unwinding by human RECQ1. 240,000 tested, 0.54% active. RECQ1 DNA unwinding, red fluorescence kinetic read. Potency, µM (top dose mostly 57.3 µM), without a hit: at the top dose activity, negative = inhibition, most hits filed as inhibitors;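 also: plate controls were vehicle for no effect and no enzyme for full effect; nearly all actives have a fitted effect of over 30% in size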
#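 50 nM RECQ1T1 preincubated 15 min with compound in Tris pH 8.0 buffer with MgCl2, DTT, Tween-20 and 2.5 ug/ml poly(dI-dC); started with 200 nM TAMRA/BHQ-2 forked duplex and 2 mM ATP. Unwinding read as fluorescence (525/598 nm), two reads 2 h apart.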
# GoLoco inh red: RGS12 GoLoco-Gai1 interaction inhibition | Gai1:RGS12 GoLoco peptide FP, rhodamine, 10 min | 230,000 tested, 0.44% active | P63096 | Potency, µM (highest dose often 61.6 µM), inactives show top-dose activity, negative = inhibition, hits mostly inhibitors; active = well fitted inhibition curve with a large enough effect, not every such curve was filed as active; inactive = no such curve, though single readings can be large or run the other way; also: nearly all actives have a fitted effect of over 30% in size; many of its hits are not listed in these tables
# Target sequence (P63096 whole entry, looked up): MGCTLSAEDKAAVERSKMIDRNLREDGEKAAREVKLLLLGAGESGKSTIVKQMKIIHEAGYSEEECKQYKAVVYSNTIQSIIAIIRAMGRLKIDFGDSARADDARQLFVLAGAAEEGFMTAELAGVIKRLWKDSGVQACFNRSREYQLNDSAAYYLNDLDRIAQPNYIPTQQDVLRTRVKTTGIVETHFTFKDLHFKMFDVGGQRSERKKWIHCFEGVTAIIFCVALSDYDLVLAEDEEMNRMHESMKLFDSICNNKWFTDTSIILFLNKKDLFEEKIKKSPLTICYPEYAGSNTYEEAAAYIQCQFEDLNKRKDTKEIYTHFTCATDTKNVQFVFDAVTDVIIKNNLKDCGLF
# L3MBTL1 block: L3MBTL1 (human) inhibition; Q9Y468; AlphaScreen L3MBTL1–H3K9me1 peptide binding; Potency, µM (doses to about 57.1 µM), for the others: at the top dose activity, negative = inhibition, hits mostly inhibitors; 230,000 tested, 0.66% active; AID 485360; also: nearly all actives have a fitted effect of over 60% in size
#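 Displacement of a biotinylated histone H3(1-15) peptide monomethylated at Lys9 (75 nM) from L3MBTL1 (50 nM) was measured by AlphaScreen after a 30 min room-temperature compound incubation; cefsulodin titration served as intraplate control.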
# TRb SRC2 PPI: TRbeta-SRC2 interaction inhibition; P10828; TRbeta-SRC2 peptide binding, fluorescence polarization; receptor liganded with 1 µM T3; Potency, µM (series often up to 106 µM), inactives show top-dose activity change, negative = inhibition, usual class: inhibitors; 280,000 tested, 0.065% active; AID 1469;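 also: plate controls were bound peptide for no effect and peptide without receptor for full effect; nearly all actives have a fitted effect of over 50% in size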
# Target sequence (P10828 whole entry, looked up): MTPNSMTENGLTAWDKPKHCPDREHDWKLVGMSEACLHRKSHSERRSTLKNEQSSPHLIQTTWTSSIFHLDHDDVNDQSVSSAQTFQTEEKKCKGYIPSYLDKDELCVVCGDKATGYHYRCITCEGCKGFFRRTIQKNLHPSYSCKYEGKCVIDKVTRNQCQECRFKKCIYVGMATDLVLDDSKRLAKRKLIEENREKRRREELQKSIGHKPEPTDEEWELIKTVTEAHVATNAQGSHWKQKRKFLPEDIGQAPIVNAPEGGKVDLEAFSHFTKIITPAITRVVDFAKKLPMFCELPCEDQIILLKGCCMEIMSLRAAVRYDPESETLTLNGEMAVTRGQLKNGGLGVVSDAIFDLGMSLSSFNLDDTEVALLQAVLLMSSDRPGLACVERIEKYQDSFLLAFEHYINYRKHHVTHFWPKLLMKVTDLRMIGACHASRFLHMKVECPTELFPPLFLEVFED
#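 Compounds were added to 0.6 uM TRb ligand-binding domain and 20 nM Texas Red-labeled SRC2 peptide in Tris buffer containing 1 uM T3, incubated 5 hr at ambient temperature, then read by fluorescence polarization.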
# TexasRed fluor: alters Texas Red total fluorescence, flagging assay interference. TRb/SRC2 Texas Red total fluorescence interference. Potency, µM (doses to about 106 µM), for inactives: at the top dose fluorescence change, negative = quenching. 280,000 tested, 0.29% active; active = well fitted curve in either direction with a large enough effect; inconclusive = small, poorly fitted or top-dose-only effect
#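 Flags fluorescent or light-absorbing compounds by total fluorescence, S + 2P, at 555 nm excitation and 632 nm emission. Mixture: 20 nM Texas Red SRC2 peptide, 0.6 uM human TRb LBD, 1 uM T3, 5% DMSO; compound exposure 5 h at ambient temperature.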
# GAA glycogen: GAA glycogen-cleavage inhibition or activation. P10253. recombinant GAA, glycogen substrate, Amplex Red glucose oxidase fluorescence. 300,000 tested, 0.38% active. Potency, µM (series often up to 76.4 µM), for inactives: top-dose activity change, negative = inhibition, hits mostly inhibitors. AID 2100;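 also: 0% = full enzyme reaction and -100% = no-enzyme basal signal; the screen sought inhibitors and activators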
#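 Recombinant human enzyme (4 nM); glycogen substrate; 37 C, 40 min, pH 5.0. Readout: coupled glucose oxidase/Amplex Red fluorescence.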
# The depositor's hits bear a star; i = inactive; ? = inconclusive; / = not tested or not shown; & = joins results of further samples; [ ] = another dose, or the depositor's remark. Unless noted, calls follow the shape of the dose curve; as a rule, active = well fitted curve in the direction sought with a large enough effect; inconclusive = small, poorly fitted or top-dose-only effect, or another doubt; inactive = no such curve, though single readings can be large; an effect the other way counts as inactive or inconclusive. Unless noted, % is scaled to controls: 0 for no effect and ±100 for the full control effect; potency is read from the fitted curve at half-maximal effect. An excerpt (hit frequency here may not be typical).
# Start of the listing, in advance (2 entries):
Compound,GAA spleen mod,RECQ1 helicase,GoLoco inh red,TexasRed fluor,L3MBTL1 block,GAA inh,GAA glycogen,TRb SRC2 PPI
Cc1ccccc1-n1c2nc(=O)n(C)c(=O)c-2cc2ccccc21,5%,-8%,1%,-3%,6%,/,10%,-9%
CCN(CC)S(=O)(=O)c1ccc(N2Cc3ccccc3C2=N)cc1,-4%,10%,8%,0%,/,0%,-13%,4%

# The whole of this part, repeating the preview:
Compound,GAA spleen mod,RECQ1 helicase,GoLoco inh red,TexasRed fluor,L3MBTL1 block,GAA inh,GAA glycogen,TRb SRC2 PPI
Cc1ccccc1-n1c2nc(=O)n(C)c(=O)c-2cc2ccccc21,5%,-8%,1%,-3%,6%,/,10%,-9%
CCN(CC)S(=O)(=O)c1ccc(N2Cc3ccccc3C2=N)cc1,-4%,10%,8%,0%,/,0%,-13%,4%
COc1ccc(CCNC(=O)COc2ncnc3ccccc23)cc1OC,-6%,-9%,11%,-4%,5%,2%,8%,1%
Cc1ccc(Cn2c(CN3CCOCC3)nc3c2c(=O)n(C)c(=O)n3C)cc1,3%,i,0%,-2%,-6%,1%,4%,-1%
CCCCCCCCCCCCCCCC(=O)NCC(COP(=O)([O-])OCC[N+](C)(C)C)OCC (stereo unspecified),-7%,-4%,9%,2%,/,/,/,-3%
O=C(O)Cn1c(-c2cscn2)nc2ccccc21,6%,-1%,3%,-1%,-3%,-3%,-1%,-3%
COc1cc(C)c(S(=O)(=O)N2CCOCC2)cc1C(C)C,-1%,0%,-2%,-1%,-6%,-5%,1%,13%
O=C(O)CSc1ncnc2c1oc1ccccc12,3%,-2%,/,-1%,-1%,1%,5%,-5%
CCCCOc1cc(C[C@@H]2CNC(=O)N2)ccc1OC,-9%,-1%,5%,1%,/,/,/,4%
CCOc1cc(C)c(S(=O)(=O)N2CCCCC2)cc1C,-2%,-14%,7%,0%,15%,?,9%,-3%
Cc1ccc(OC(C)C(=O)N=Nc2c(O)[nH]c3ccc([N+](=O)[O-])cc23)cc1 (stereo unspecified),-8%,-1%,2%,-4%,/,-7%,-5%,-1%
Cc1[nH]c(=O)[nH]c(=O)c1N(C)C,-1%,i,-3%,-2%,/,3%,-11%,-3%
O=C(CCSc1ccccc1)Nc1ccc(S(=O)(=O)Nc2ncccn2)cc1,5%,-2%,4%,2%,/,-1%,4%,-4%
CC(C)SCCCCOc1ccc2ccccc2c1,-1%,-1%,5%,0%,11%,-3%,2%,-2%
CCOC(=O)C(CCCCCCC(NC(C)=O)(C(=O)OCC)C(=O)OCC)(NC(C)=O)C(=O)OCC,-3%,1%,3%,-1%,-1%,/,7%,7%
Cc1ccc2c(c1)nnn2C1CCN(C(=O)c2ccccc2F)CC1,1%,i,-8%,-3%[53 µM],9%,10%,-2%,-3%[53 µM]
Fc1ccc(NC(=S)N2CCOCC2)cc1Cl,1%,i,6%,-1%,0%[11.4 µM],4%,6%,-3%
CC(NC(=O)c1nn(C)c(=O)c2ccccc12)c1ccccc1 (stereo unspecified),3%,17%,0%,-9%,-8%,-9%,4%,6%
Cc1ccc(CSc2nnc(SCC(=O)N/N=C/c3ccccc3OCC(=O)O)s2)cc1,1%,i,7%,1%,/,/,-6%,0%
CNCCCCOc1ccccc1Cc1ccccc1,-1%&0%,-6%&-1%,0%&6%,-2%&-1%,/,0%[15.4 µM],-8%,-2%&-5%
CCOc1ccc2nc(NC(=O)c3ccc(OC)c(S(=O)(=O)N4CCOCC4)c3)sc2c1,-4%,-10%,7%,-3%,/,-8%,3%,2%
CS(=O)(=O)N(CC(=O)N1CCN(c2ccc(F)cc2)CC1)c1cccc(Cl)c1,-1%,-3%,-8%,1%,/,-2%,1%,9%
CC(=O)c1c(C)[nH]c(C(=O)OC2CCCCC2=O)c1C (stereo unspecified),7%,-6%,3%,-3%,2%,4%,10%,-1%
Cc1cccc(CC(=O)c2c[nH]c3ccccc23)c1,-5%,-4%,0%,-3%,5%,/,1%,9%
O=c1[nH]c2cc3c(cc2cc1CN(CCCO)C(=S)NCc1ccco1)OCO3,11%,3%,7%,-1%,2%,?,14%,4%
Cc1cc(OC(=O)c2ccc(S(=O)(=O)N3CCCC3)cc2)c([N+](=O)[O-])c(=O)[nH]1,-5%,15%,-5%,-3%,-5%,-8%,17%,3%
COc1ccccc1C/C(N)=N/OC(=O)c1cccc([N+](=O)[O-])c1C,-1%,-19%,0%,0%,11%,-9%,4%,10%
COc1ccc(-c2nnc(SC(C)C(=O)Nc3cccc(Cl)c3)o2)cc1 (stereo unspecified),10%,-4%,0%,-3%,6%,1%,-4%,-6%
Cc1ccc(NC(=O)CSc2ccc(-c3cccnc3)nn2)cc1Cl,-1%,i,3%,-1%,/,3%,5%,1%
Cc1cccc(C(=O)NCC(=O)OCC(=O)N2CCCCC2)c1,-2%,1%,0%,-5%,23%,-21%,5%,-2%
COC(=O)c1cnc(Nc2cccc(C(F)(F)F)c2)c([N+](=O)[O-])c1,0%,i,6%,-3%,?,/,4%,-2%
CC(=O)NCCc1nc2cc(NC(=O)c3cccs3)ccc2n1C,6%,-3%,-7%,-2%,/,-11%,-2%,5%
COCCCNS(=O)(=O)c1ccccc1,-3%,-1%,-7%,2%,11%,0%,4%,-5%
CC1(C)CC(=O)C2=C(C1)NC(Nc1nc3ccccc3o1)=NC21CCCCC1,4%,i,7%,-1%,2%,-6%,12%,-3%
O=C1CCC/C1=c1\s/c(=C\c2cccnc2)c(=O)n1-c1ccccc1,-2%,-20%,25%,0%,-7%,-7%,0%,8%
Cc1c(NC(=O)/C(C#N)=C/c2c(Oc3ccccc3)nc3ccccn3c2=O)c(=O)n(-c2ccccc2)n1C,-5%,-10%,5%,?,41%[activator],?,-11%,-20%[53 µM]
Nc1cc(=O)[nH]c(SCc2nnc(-c3ccccc3)o2)n1,1%,i,10%,-2%,-3%,1%,-12%,-5%
COc1ccc(O)c(C2=Nc3ccccc3N=C(c3ccccc3)C2)c1,5%,10%,-1%,2%&-13%,/,1%[15.4 µM],-1%,3%&1%
Cc1ccc(Nc2nc(CSc3nnc(-c4cccnc4)n3-c3ccccc3C)cs2)cc1,-6%,6%,43%[activator],-1%,-1%,?,3%,-5%
Cc1ccc(S(=O)(=O)/C(C#N)=C/c2c(N3CCN(C)CC3)nc3c(C)cccn3c2=O)cc1,2%,-1%,29%,-3%,-6%,2%,-5%,-1%
COc1ccccc1C1=NNC(=NCc2ccccc2)SC1,6%,-7%,3%,3%,/,5%,-1%,2%
Cc1ccc(C(=O)NNC(=O)CSc2nnc3c(n2)[nH]c2ccc(C)cc23)cc1,2%,-4%,12%,0%,0%,-3%,8%,-17%
Cc1ccc(NC(=O)c2ccco2)c([N+](=O)[O-])c1,/,-10%,3%,-2%,-27%,-7%,-3%,-13%
Cc1ccc(F)cc1NC(=S)NCCc1ccccc1,1%,-1%,3%,0%,5%,5%,-13%,1%
Cn1ncc(Br)c1C(=O)Nc1ccc(Br)cn1,2%,-1%,6%,-1%,11%,4%,0%,0%
CN(C(=O)Cn1cc(C#N)c2ccccc21)c1ccccc1,-4%,-6%,4%,-1%[53 µM],-1%,12%,-10%,5%[53 µM]
CCn1c(COc2ccc(=O)n(-c3ccccc3)n2)nnc1SCc1ccc(OC)cc1,-8%,0%,5%,-4%,5%,1%,3%,0%
Cc1nc(NC(=O)c2ccc(Cl)cc2)nc2cc3c(cc12)OCO3,-11%,-5%,10%,-2%,1%,1%,-4%,-1%
CN(C(=O)CSc1ncc(C(F)(F)F)cc1Cl)c1c(N)n(Cc2ccccc2)c(=O)[nH]c1=O,-1%,i,-7%,0%,/,-3%,3%,8%
O=C(CSCc1ccc(Cl)cc1)NCc1ccccn1,-4%,-14%,-5%,-1%[53 µM],-9%,-24%,4%,3%[53 µM]
CN(Cc1cccc(F)c1)C(=O)c1ccc(S(=O)(=O)C(F)F)cc1,-3%,-5%,4%,-3%,6%,-9%,-2%,6%
CC(C)n1cnc2c(NCc3ccccc3)nc(NCCCO)nc21,0%,-10%,/,-3%,/,/,/,-3%
O=C(c1c[nH]c2ccccc12)N1CCN(Cc2ccccc2)CC1,5%,-3%,2%,-1%,14%,-2%,-5%,-9%
CCc1ccc[n+](-c2[nH]c(=O)sc2/C=N/N=C(\[O-])CCn2c3ccccc3c3ccccc32)c1,7%,4%,11%,-3%,-5%,/,1%,-11%
CCCCCCn1c(=O)c(-c2nc3ccccc3c(=O)[nH]2)c(O)c2ccccc21,-3%,-15%,0%,1%,3%,-9%,2%,-20%
CCOC(=O)N1CCN(S(=O)(=O)c2ccc(C(=O)NNc3nc4c(C)cccc4s3)cc2)CC1,3%,-2%,3%,-1%,-13%,-10%,3%,1%
CCOC(=O)CSc1nc2ccsc2c(=O)n1C1CCN(C(=O)OCC)CC1,-2%,-5%,0%,1%,1%,-1%,-8%,8%
Cc1ccc(C(C(=O)NCc2ccco2)N(C(=O)Cn2nnc3ccccc32)c2ccccc2)o1 (stereo unspecified),-3%,i,4%,1%,-6%,?,-5%,-4%
COC(=O)c1c(-c2ccccc2)csc1N1C(=O)Nc2ccccc2N1O,-5%,i,5%,-1%,3%,2%,2%,-1%
COc1cc(OC)cc(C(=O)NC(=S)N2CCCCCC2)c1,1%,i,11%,-3%,-2%,-13%,-12%,9%
CCCCCN(C(=O)NC(=O)Nc1ccc(C)cc1)S(=O)(=O)c1ccccc1,1%,-7%,5%,1%,0%,9%,-2%,6%
COC(=O)C1=C(C)NC(=O)/C1=C\c1cc(C)n(-c2c(C)cccc2C)c1C,0%,-4%,10%,2%,/,-15%,-2%,3%
O=C(/C=C/c1cccs1)N1CCN(c2ccccc2F)CC1,1%,-1%,6%,-1%,-4%,6%,-1%,3%
